Source: PubChem
NPSR antag: qHTS Assay for Antagonists of the Neuropeptide S Receptor: cAMP Signal Transduction | Q6W5P4 | CHO-NPSR cells, cAMP TR-FRET, antagonist mode | Potency, µM (series often up to 38.3 µM), inactives show top-dose activity change, negative = inhibition, usual class: inhibitors | 1% of 220,000 active | AID 1461, 2008; note: potency is the fitted concentration of half-maximal effect; % is set by controls: 0 for no effect and ±100 for the full control effect; nearly all actives have a fitted effect of over 50% in size; many of its hits are not listed in these tables
Target sequence (Q6W5P4 whole entry, looked up): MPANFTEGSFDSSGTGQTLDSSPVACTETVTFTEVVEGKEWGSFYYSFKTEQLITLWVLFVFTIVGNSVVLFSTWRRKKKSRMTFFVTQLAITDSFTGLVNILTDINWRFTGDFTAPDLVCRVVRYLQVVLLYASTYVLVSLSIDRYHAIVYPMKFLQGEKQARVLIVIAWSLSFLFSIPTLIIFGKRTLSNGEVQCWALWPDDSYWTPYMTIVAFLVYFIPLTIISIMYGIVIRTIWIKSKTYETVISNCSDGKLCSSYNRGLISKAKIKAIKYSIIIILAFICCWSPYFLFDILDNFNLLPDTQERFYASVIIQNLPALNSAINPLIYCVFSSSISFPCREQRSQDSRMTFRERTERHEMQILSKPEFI
CBFb RUNX1 block: qHTS Assay for Compounds Blocking the Interaction Between CBF-beta and RUNX1 for the Treatment of Acute Myeloid Leukemia; Runt-related transcription factor 1 (Homo sapiens) + Core-binding factor subunit beta …; AlphaScreen CBFb-His/RUNX1-biotin binding, biochemical; Potency, µM (top dose mostly 59.8 µM), inactives show at the top dose activity, negative = inhibition, usual class: inhibitors; 230,000 tested, under 10 active; note: % of control where 0% means no effect
Target sequence (Q01196 whole entry, looked up): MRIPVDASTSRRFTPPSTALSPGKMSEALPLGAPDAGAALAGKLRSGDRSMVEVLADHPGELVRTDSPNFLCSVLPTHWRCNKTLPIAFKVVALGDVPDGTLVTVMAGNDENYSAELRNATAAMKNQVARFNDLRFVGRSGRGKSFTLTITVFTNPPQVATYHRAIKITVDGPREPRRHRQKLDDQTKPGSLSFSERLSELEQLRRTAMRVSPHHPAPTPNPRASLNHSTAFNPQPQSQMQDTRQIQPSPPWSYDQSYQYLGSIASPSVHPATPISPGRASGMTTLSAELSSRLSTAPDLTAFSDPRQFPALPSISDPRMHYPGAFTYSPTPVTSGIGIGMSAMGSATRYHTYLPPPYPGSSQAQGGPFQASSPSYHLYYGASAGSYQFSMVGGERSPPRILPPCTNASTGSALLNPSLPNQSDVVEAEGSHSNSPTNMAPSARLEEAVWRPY
Target sequence (Q13951 whole entry, looked up): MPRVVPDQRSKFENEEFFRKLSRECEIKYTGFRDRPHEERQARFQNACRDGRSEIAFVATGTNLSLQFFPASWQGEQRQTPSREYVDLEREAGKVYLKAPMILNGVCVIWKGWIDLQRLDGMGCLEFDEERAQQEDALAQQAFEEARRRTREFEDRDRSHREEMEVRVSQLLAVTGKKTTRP
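Interaction loss through any mechanism counts as activity. Pre-formed complex of His-CBF-beta and biotin-RUNX1 (30 nM apiece) is incubated with compound 15 min, then with 50 ng nickel and 50 ng streptavidin beads for 90 min before AlphaScreen detection.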
LMNA splice mod: qHTS Assay for Modulators of Lamin A Splicing; HeLa LMNA splicing GFP/RFP minigene ratio, 48 h; Potency, µM (top dose mostly 46.1 µM), without a hit: at the top dose ratio change, negative = inhibition, hits mostly inhibitors; 0.01% of 200,000 active; AID 1487, 2009; active = well fitted inhibition curve with a large enough effect in the signal ratio, with a control signal flat, not every such curve was filed as active; inconclusive = small, poorly fitted or top-dose-only effect, or effect the other way, or a change in a side signal; the % refers to the signal ratio; note: potency is the fitted concentration of half-maximal effect; % is set by controls: 0 for no effect and ±100 for the full control effect
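S3 HeLa cells stably expressing lamin A-EGFP splicing minigene plus DsRed2, 600 cells/well, 48 h compound exposure at 37C. Laser-scanning cytometry; analysed as GFP (500-530 nm)/RFP (575-640 nm) total intensity ratio; 0.5% DMSO vehicle.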
IMPase Li cell: qHTS Assay for Identifying the Cell-Membrane Permeable IMPase Inhibitors: Potentiation with Lithium. CHO-M1 cells, IP1 TR-FRET (IP-One), carbachol + lithium. Potency, µM (series often up to 59.4 µM), for inactives: top-dose activity, negative = IMPase inhibition, actives largely listed as inhibitors. 0.35% of 210,000 active;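 note: IP1 builds up when IMPase is blocked and the TR-FRET signal falls; potency is the fitted concentration of half-maximal effect; plate controls were basal vehicle for no effect and high inhibitor control for full effect; nearly all actives have a fitted effect of over 50% in size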
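IP1 accumulation measured by competitive TR-FRET in lysed CHO-M1 cells after 30 min compound exposure at 37C, with a small lithium addition to potentiate weak responses. Hill-equation AC50 from ratio and donor-channel data.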
Luc counter: Counterscreen for Luciferase (Kinase-Glo TM) Inhibition. Kinase-Glo luciferase, ATP luminescence, 8 min. Potency, µM (series often up to 38.3 µM), for the others: at the highest dose activity change, negative = inhibition, most hits filed as inhibitors. 0.28% of 200,000 active; note: potency is the fitted concentration of half-maximal effect; % is set by controls: 0 for no effect and ±100 for the full control effect; nearly all actives have a fitted effect of over 60% in size
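Compounds were added to a substrate mix at pH 7.2 (50 mM imidazole, 10 uM ATP, within the enzyme's linear range), followed by Kinase-Glo detection reagent; luminescence was measured after 8 minutes at ambient temperature.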
HttQ103 aggreg: qHTS Multiplex Assay to Identify Dual Action Probes in a Cell Model of Huntington: Aggregate Formation (GFP); Potency, µM (top dose mostly 46.1 µM), for the others: top-dose activity change, negative = inhibition, actives largely listed as inhibitors; PC12 HttQ103-GFP aggregates, Acumen cytometry, 40 h; 1.1% of 220,000 active; note: potency is the fitted concentration of half-maximal effect; % is set by controls: 0 for no effect and ±100 for the full control effect; nearly all actives have a fitted effect of over 60% in size
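Aggregate formation scored by laser-scanning cytometer (488 excitation, 500–530 emission) in lysed PC12 cells expressing Q103-GFP after 100 nM tebufenozide induction; library tested in dose series, with ATPLite reagent added in the multiplex.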
Epigenetic derep: Quantitative High-Throughput Screen for Regulators of Epigenetic Control. murine LDR cells, GFP reporter derepression, 30 h. Potency, µM (titrated, usually from 53.9 µM), for the others: top-dose GFP activation, most hits filed as activators. 0.2% of 280,000 active. AID 1865, 2009; note: potency is the fitted concentration of half-maximal effect; % of control where 0% means no effect; nearly all actives have a fitted effect of over 60% in size
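Murine LDR cells carrying a silenced, genomically integrated CMV-driven GFP reporter were exposed to compound for 30 hours at 37 C. After PBS washes, GFP-positive cells (20–120 um objects) were counted by laser-scanning microplate cytometry.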
Active calls of the source: *; ? = inconclusive; . = not tested or not shown; & = joins results of further samples; [ ] = remark or other dose. Unless noted, calls come from the whole dose curve; as a rule, active = well fitted curve in the direction sought with a large enough effect; inconclusive = small, poorly fitted or top-dose-only effect, or another doubt; inactive = no such curve, though single readings can be large; an effect the other way counts as inactive or inconclusive. These rows are one share of the data; the hit share may differ from the screen's.

structure | NPSR antag | CBFb RUNX1 block | LMNA splice mod | IMPase Li cell | Luc counter | HttQ103 aggreg | Epigenetic derep
O=c1cc(CCl)nc2scc(-c3ccccc3)n12 | ? | -11% | ? | . | . | 5%[9.22 µM] | 1.1%
CCOC(=O)CSc1nnc(CNc2cccc(Cl)c2)n1-c1ccccc1 | -9%[46.1 µM] | -1% | 2% | 21%[38.3 µM] | -2% | -21% | 1.0%
OCCCCCN=c1cc(-c2ccccc2)oc2ccc(Cl)cc12 | -11%[46.1 µM] | 0% | -11% | 24%[38.3 µM] | 2% | 4% | -1.2%
O=C(c1ccc2c(c1)OCCO2)N1CCN(Cc2ccccc2)CC1 | -8%[46.1 µM] | 1% | -26% | -3%[38.3 µM] | 0% | -28% | 1.2%
O=C(c1ccccc1Br)N1CCCC(c2nc(-c3cccs3)no2)C1 (configuration not stated) | -10% | 26% | ? | 12% | 2% | ? | 1.4%
O=C(Nc1cc2c(cc1Cl)OCCCO2)c1ccc(F)cc1 | -9% | -4% | 7% | -12% | -6% | 14% | -2.1%
CCn1c(NCc2ccccn2)nc2ccccc21 | 3%[46.1 µM] | 23% | -17% | 0% | -1% | -5% | -2.0%
COc1ccc(CCNC(=S)N2CCC(C(N)=O)CC2)cc1 | 9% | 9% | . | . | . | -34%[9.22 µM] | 0.0%
Cc1ccccc1CN1CCN(S(C)(=O)=O)CC1 | 27%[46.1 µM] | 3% | 1% | 3% | 2% | -9% | -1.0%
CC(=O)N1CCN(CCN=CC2=C(O)CC(C)(C)CC2=O)CC1 | -25%[46.1 µM] | 1% | 7% | 23%[38.3 µM] | 2% | 13% | 0.0%
CC(C)Nc1nnc(SCC(=O)NCc2ccc3c(c2)OCO3)s1 | 12% | -5% | ? | 5% | 3% | 3% | -0.2%
Fc1ccc(N2CCN(Cc3cnc(Oc4ccc(Br)cc4)s3)CC2)cc1 | -5%[46.1 µM] | 0% | ? | 40%[activator][38.3 µM] | -2% | ? | -0.7%
O=C(NCC(F)(F)F)Nc1ccccn1 | 5%[46.1 µM] | 7% | -2% | 28%[38.3 µM] | 4% | 4%[1.84 µM] | -0.3%
c1ccc(NCc2cccnc2)cc1 | 23%[46.1 µM] | 6% | -1% | 21%[38.3 µM] | 21% | 4% | -0.7%
Cc1[nH]c2ccccc2c1SCc1nnc(SCc2ccccc2)n1C | 42% | -11% | -13%[46 µM] | . | . | 23%[9.22 µM] | 0.0%
Cc1ccc(S(=O)(=O)NCc2ccc3c(c2)cc(C)n3C)cc1 | -21%[46.1 µM] | -9% | -17% | 32%[activator][38.3 µM] | 2% | -14% | -0.8%
CCc1ccc(S(=O)(=O)Nc2cccc(C3OCCCO3)c2)cc1 | 10% | 5% | . | -5% | 0% | ? | -6.1%
CCCCn1c(N)c(N(CC)C(=O)CCc2ccccc2)c(=O)[nH]c1=O | 18% | -9% | -12% | 2% | 1% | -2% | -0.1%
Cc1c(C(=O)Oc2cc(N)n(S(C)(=O)=O)n2)cccc1[N+](=O)[O-] | 34% | 7% | 1%[46 µM] | -9% | 0% | -9% | 1.3%
Cc1cc(Br)ccc1SCC(=O)OCC(=O)N1CCN(C(=O)c2ccco2)CC1 | -3%[46.1 µM] | 7% | 6% | -9%[38.3 µM] | -1% | 4% | 6.4%
Cc1ccc(S(=O)(=O)NNC(=O)c2c(O)c3ccccc3[nH]c2=O)cc1 | 45% | 8% | . | . | . | -1%[9.22 µM] | 2.7%
CCOC(=O)c1oc2cc(OCC(N)=O)ccc2c(=O)c1-c1ccc(OC)c(OC)c1 | 14%[46.1 µM] | 11%&-5% | -3% | 13%[38.3 µM] | 3% | -6% | -2.0%&-3.9%
O=C(CSc1cn(CCNC(=O)c2cccs2)c2ccccc12)NC1CCCC1 | -19%[46.1 µM] | 8% | ? | 34%[activator][38.3 µM] | 4% | 6% | 0.0%
COc1ccccc1N1CCN(Cc2cn[nH]c2-c2ccc(F)cc2)CC1 | 2% | -3% | . | . | . | -8%[9.22 µM] | -0.3%
CCc1ccc(CNc2ccc(O)cc2)cc1 | -20%[46.1 µM] | -10% | 26% | 99%[activator][38.3 µM] | -25% | -2% | 3.2%
c1ccc(Cn2nnc(CNc3ccccc3)c2-c2c(CNc3ccccc3)nnn2Cc2ccccc2)cc1 | -22% | 0% | . | . | . | 19%[9.22 µM] | 2.1%
CC1CCN(c2c(NCc3ccc(C(=O)N4CCc5ccccc54)cc3)c(=O)c2=O)CC1 | -18%[46.1 µM] | -3% | -17% | 6%[38.3 µM] | 0% | -15% | 1.7%
CC1CCN(C(=O)CCNS(=O)(=O)c2ccccc2)CC1 | 13%[46.1 µM] | 6% | 6% | -3%[38.3 µM] | 3% | 4% | -1.1%
Cc1ccc(C)n1-c1ccc(-c2ccnc(N)n2)cc1 | -7% | -26% | 12%[46 µM] | 5% | -1% | 18% | 2.0%
CCOC(=O)c1[nH]c(C(=O)O)c(CCN(CC)CC)c1C | -8%[46.1 µM] | -1% | -1% | -11%[38.3 µM] | 1% | -1% | 0.9%

Three entries drawn at random from the list so far:
structure | NPSR antag | CBFb RUNX1 block | LMNA splice mod | IMPase Li cell | Luc counter | HttQ103 aggreg | Epigenetic derep
CC1CCN(c2c(NCc3ccc(C(=O)N4CCc5ccccc54)cc3)c(=O)c2=O)CC1 | -18%[46.1 µM] | -3% | -17% | 6%[38.3 µM] | 0% | -15% | 1.7%
Cc1ccc(S(=O)(=O)NNC(=O)c2c(O)c3ccccc3[nH]c2=O)cc1 | 45% | 8% | . | . | . | -1%[9.22 µM] | 2.7%
CCOC(=O)c1[nH]c(C(=O)O)c(CCN(CC)CC)c1C | -8%[46.1 µM] | -1% | -1% | -11%[38.3 µM] | 1% | -1% | 0.9%

The list goes on:
structure | NPSR antag | CBFb RUNX1 block | LMNA splice mod | IMPase Li cell | Luc counter | HttQ103 aggreg | Epigenetic derep
CCc1nccn1-c1cc(C(C)(C)C)nc2c(-c3ccc(Cl)cc3)cnn12 | -42% | 5% | 0% | 2% | 1% | -13% | -1.0%
c1nnnn1C12CC3CC(CC(C3)C1)C2 | -1%[46.1 µM] | -1% | 14% | 28%[38.3 µM] | -4% | 15% | -3.9%
CCCCOc1ccc(CSC(=N)N)cc1Cl | -35% | 7% | . | . | . | -12%[9.22 µM] | 0.1%
CN1CCN(C(=O)c2ccc3c(c2)NC(=O)C(N2CCOCC2)S3)CC1 (configuration not stated) | 6%[46.1 µM] | 9% | 19% | 11%[38.3 µM] | 6% | 22% | -2.9%
CN(C)S(=O)(=O)c1ccc(C(=O)OCc2ccc(C#N)cc2)cc1 | -13%[46.1 µM] | 5% | -3% | 26%[38.3 µM] | 0% | 13% | 0.0%
CC(C)C[C@H](NC(=O)OC(C)(C)C)c1n[nH]c(=S)n1N | 14% | 1% | 1% | 13% | -2% | 1% | 0.1%
CS(=O)(=O)N(Cc1nnc(-c2cccs2)o1)c1ccc(Cl)cc1F | -19%[46.1 µM] | 4% | -2% | 16%[38.3 µM] | 1% | 13% | 2.2%
CN1C(=O)C(O)(C2COC(C)(C)CC2=O)c2cc(Br)ccc21 (configuration not stated) | -1%[46.1 µM] | 3% | -13% | 5%[38.3 µM] | 2% | 32% | 7.1%
N#CC1CC(c2ccccc2)Nc2cc(Cl)ccc2N1 (configuration not stated) | 14% | 8% | . | . | . | -14%[9.22 µM] | -0.2%
COCCNC(=O)c1ccc(CS(=O)(=O)c2ccc(OC)cc2)o1 | -11%[46.1 µM] | 3% | -10% | 12% | 0% | -26% | 0.0%

Overlap with the part before: 6 entries, followed by the next part.
structure | NPSR antag | CBFb RUNX1 block | LMNA splice mod | IMPase Li cell | Luc counter | HttQ103 aggreg | Epigenetic derep
CN(C)S(=O)(=O)c1ccc(C(=O)OCc2ccc(C#N)cc2)cc1 | -13%[46.1 µM] | 5% | -3% | 26%[38.3 µM] | 0% | 13% | 0.0%
CC(C)C[C@H](NC(=O)OC(C)(C)C)c1n[nH]c(=S)n1N | 14% | 1% | 1% | 13% | -2% | 1% | 0.1%
CS(=O)(=O)N(Cc1nnc(-c2cccs2)o1)c1ccc(Cl)cc1F | -19%[46.1 µM] | 4% | -2% | 16%[38.3 µM] | 1% | 13% | 2.2%
CN1C(=O)C(O)(C2COC(C)(C)CC2=O)c2cc(Br)ccc21 (configuration not stated) | -1%[46.1 µM] | 3% | -13% | 5%[38.3 µM] | 2% | 32% | 7.1%
N#CC1CC(c2ccccc2)Nc2cc(Cl)ccc2N1 (configuration not stated) | 14% | 8% | . | . | . | -14%[9.22 µM] | -0.2%
COCCNC(=O)c1ccc(CS(=O)(=O)c2ccc(OC)cc2)o1 | -11%[46.1 µM] | 3% | -10% | 12% | 0% | -26% | 0.0%
O=C(N/N=C/c1ccc[nH]1)c1cccc(Br)c1 | 2% | 0% | 3% | 0% | 1% | -2% | -0.9%
CNC(=S)N1CCc2cc(OC)c(OC)cc2C1COc1ccc(F)cc1 (configuration not stated) | -39% | -10% | -18%[46 µM] | 7% | -2% | -18% | 3.9%
COC(=O)c1sc(NC(=O)C2c3ccccc3Oc3ccccc32)c(C(=O)OC)c1C | 17%[46.1 µM] | -5% | -10% | -7% | 3% | 8% | -0.9%
Cc1nn(C)c(C)c1CN(C)S(=O)(=O)c1ccc(F)cc1 | -1%[46.1 µM] | 18% | ? | 9% | -2% | -30% | 1.2%
Cc1nn(-c2ccccc2)c(Cl)c1C1C(C#N)=C(N)OC2=C1C(=O)CCC2 (configuration not stated) | ? | -6% | 10% | 7%[38.3 µM] | -1% | -9% | -4.2%
Cc1cc(C)cc(NCc2cc(=O)oc3cc(-c4ccccc4)c(O)cc23)c1 | -54% | -1% | -1% | 17% | 7% | -12% | -1.0%
O=C(COC(=O)c1ccc(Br)o1)NCCc1ccccc1 | 4% | -8% | . | -2% | -2% | 3% | ?
CC(=O)c1c(C)[nH]c(C(=O)OCC(=O)Nc2cccc(S(=O)(=O)N3CCCC3)c2)c1C | 17% | -7% | ? | 12% | 2% | -25% | 0.0%
C/C(O)=C(\C#N)P(=O)(c1ccccc1)c1ccccc1 | -18% | -3% | . | . | . | -14%[9.22 µM] | 0.1%
NC(=O)NCC12CC3CC(CC(C3)C1)C2 | -2%[46.1 µM] | -3% | 0% | -9%[38.3 µM] | -5% | 3% | 1.3%
